SENP6 inh = SENP6 protease inhibitors, primary screen, biochemical, luminescence, uHTS; 1.8% of 330,000 active; inhibition, % at 10 µM; AID 2599, 2010; Sentrin-specific protease 6 (Homo sapiens), Q9GZR1; Recombinant SENP6 catalytic domain, aminoluciferin luminescence;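 active means inhibition above about 50% at the single tested dose, limit read from the data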;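 further: plate controls were DMSO wells with enzyme for no effect and DMSO wells lacking enzyme for full effect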
HKDC1 inhibitor = HKDC1 hexokinase inhibitors, primary screen, biochemical, fluorescence, uHTS | Q2TB90 | recombinant HKDC1, G6PDH/diaphorase resazurin coupled fluorescence | inhibition, % at 20 µM | 0.16% of 340,000 active;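 active means inhibition above about 35% when tested at 20 µM, limit read from the data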;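 further: plate controls were DMSO wells with enzyme for no effect and DMSO wells lacking enzyme for full effect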
Target sequence (Q2TB90 whole entry, looked up): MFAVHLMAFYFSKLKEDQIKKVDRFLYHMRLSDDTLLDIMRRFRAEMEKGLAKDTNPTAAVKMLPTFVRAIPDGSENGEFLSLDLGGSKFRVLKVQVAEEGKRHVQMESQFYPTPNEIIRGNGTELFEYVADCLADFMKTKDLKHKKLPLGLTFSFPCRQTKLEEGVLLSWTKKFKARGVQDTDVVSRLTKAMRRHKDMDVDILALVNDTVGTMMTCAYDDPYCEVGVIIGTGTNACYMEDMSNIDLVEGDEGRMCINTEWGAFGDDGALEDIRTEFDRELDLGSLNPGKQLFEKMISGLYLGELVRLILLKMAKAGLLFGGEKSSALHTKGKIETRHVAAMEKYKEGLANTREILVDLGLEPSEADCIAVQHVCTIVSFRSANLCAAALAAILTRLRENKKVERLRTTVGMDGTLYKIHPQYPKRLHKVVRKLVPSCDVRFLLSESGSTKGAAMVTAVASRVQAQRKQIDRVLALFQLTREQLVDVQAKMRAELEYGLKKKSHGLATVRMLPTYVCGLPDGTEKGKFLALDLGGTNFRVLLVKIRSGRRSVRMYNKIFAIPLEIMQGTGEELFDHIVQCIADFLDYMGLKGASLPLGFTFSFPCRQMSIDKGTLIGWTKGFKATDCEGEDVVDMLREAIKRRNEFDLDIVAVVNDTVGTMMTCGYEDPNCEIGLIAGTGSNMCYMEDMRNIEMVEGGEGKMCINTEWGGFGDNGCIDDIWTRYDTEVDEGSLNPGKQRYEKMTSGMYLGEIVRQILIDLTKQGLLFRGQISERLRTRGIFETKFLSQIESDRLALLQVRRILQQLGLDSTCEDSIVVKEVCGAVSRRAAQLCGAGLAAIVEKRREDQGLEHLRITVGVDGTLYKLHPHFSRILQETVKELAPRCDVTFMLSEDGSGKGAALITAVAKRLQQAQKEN
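Incubation: 90 min at room temperature in dark / Material: recombinant HKDC1 (HK5) hexokinase enzyme, produced in-house / Quantity: enzyme 5 µg/mL final / Compound: one dose of 20 µM, 1% DMSO / Reagent: glucose and ATP substrates / Buffer or medium: Tris pH 8.0 buffer with MgCl2, Tween-20, BSA, BME / Technique: resorufin fluorescence at 613 nm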
UBC13 inh = UBC13 polyubiquitin chain formation inhibitors, primary screen, biochemical, TR-FRET, uHTS; inhibition, % at 20 µM; 0.47% of 330,000 active; in the data active means inhibition above about 45%, passing the limit was not always enough
Target sequence (P61088 whole entry, looked up): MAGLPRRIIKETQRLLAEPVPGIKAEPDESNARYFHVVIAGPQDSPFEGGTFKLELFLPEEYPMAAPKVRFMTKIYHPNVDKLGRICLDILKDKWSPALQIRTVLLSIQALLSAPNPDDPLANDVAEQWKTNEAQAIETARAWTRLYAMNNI
beta cell repl = inducers of MIN6 beta-cell proliferation, primary screen, ATP luminescence, uHTS; MIN6 cells proliferation, ATPlite luminescence, 48 h; cells starved in 0.2% serum; 100% = growth in 10% serum; proliferation, % at 10 µM; 0.29% of 330,000 active;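 active means compounds whose signal lies at least 3.5 SD above the mean of all wells on their plate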;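 further: 0% = DMSO-treated cells in low-serum medium and 100% = 10% serum control; some compounds called inactive have numbers as strong as hits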
SENP8 block-1 = SENP8 protease inhibitors, primary screen, biochemical, luminescence | Sentrin-specific protease 8 (Homo sapiens), Q96LD8 | purified SENP8, Z-RLRGG-aminoluciferin cleavage | inhibition, % at 10 µM | 1.2% of 330,000 active | AID 2540, 2010; in the data active means inhibition above about 50%
SENP7 block = SENP7 protease inhibitors, primary screen, biochemical, luminescence, uHTS; Sentrin-specific protease 7 (Homo sapiens), Q9BQF6; recombinant SENP7, Z-RLRGG-aminoluciferin luminescence, 40 min; inhibition, % at 5 µM; 1.5% of 330,000 active;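 active means inhibition above about 50% at the single test dose, limit read from the data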;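 further: plate controls were DMSO with enzyme for no effect and no enzyme buffer wells for full effect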
SENP8 block-2 = human SENP8 protease inhibitors, primary screen, biochemical, fluorescence, Nedd8 protein substrate, uHTS; 0.64% of 360,000 active; recombinant SENP8; inhibition, % at 20 µM; AID 602440, 2012; Sentrin-specific protease 8 (Homo sapiens), Q96LD8; in the data active means inhibition mostly above about 40%, no sharp cut-off; inactive means mostly below about 27%
SENP1 FRET inh = human SENP1 catalytic domain inhibitors, primary screen, biochemical, FRET, uHTS; inhibition, % at 10 µM; Sentrin-specific protease 1 (Homo sapiens), Q9P0U3; recombinant SENP1 catalytic domain, CyPet-SUMO1-YPet FRET cleavage; 0.21% of 360,000 active;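 active means inhibition at least 30% at 10 µM, raw YFP signal under a set limit, fluorescence ratio 0.5 to 1.5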;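 further: 0% = enzyme with DMSO and 100% = no enzyme wells; some results filed as inactive read as strong as hits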
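system = hSENP1 catalytic domain, recombinant | reagent = SFCypet-SUMO1-SFYpet substrate at 25 nM | doses = one dose per compound, 10 µM, 0.5% DMSO | incubation = enzyme reaction for 50 min at room temperature, dark | measured by = FRET, CFP and YFP emission | controls = no-enzyme low, enzyme-DMSO high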
PfG6PD inh = PfG6PD enzyme inhibitors, primary screen, biochemical, fluorescence intensity, uHTS; 0.78% of 350,000 active; AID 504690, 2011; PfGluPho enzyme, NADPH resazurin-diaphorase fluorescence; inhibition, % at 20 µM;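 active means inhibition reaching at least a set limit at 20 µM in the primary screen, cut at about 59% in these data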;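 further: 0% = DMSO wells with substrate and 100% = DMSO wells lacking glucose-6-phosphate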
Starred values were filed as active, the others as inactive; . = not tested or not shown.

Structure	SENP6 inh	UBC13 inh	PfG6PD inh	SENP7 block	HKDC1 inhibitor	SENP8 block-2	beta cell repl	SENP8 block-1	SENP1 FRET inh
Cc1ccc2c(c1)C1(OCCCO1)C(=O)N2	-8	3	-13	1	5	23	-2	-1	3
CCOc1ccc(NC(=O)c2cccc(-n3cnnn3)c2)cc1	-4	-4	-10	-9	-8	17	-1	-4	2
COc1cc(NC(=O)c2cccc(Cl)c2)c(OC)cc1NC(=O)CN1CCOCC1	-8	-6	12	0	2	8	0	-3	-30
CC(Oc1ccc(Cl)cc1)C(=O)Nc1ccccc1N1CCOCC1 (stereo not drawn)	9	21	27	-4	-3	2	-5	11	1
COc1ccccc1NC(=O)/C(=C\c1cccnc1)NC(=O)c1ccccc1	-10	3	8	2	2	17	0	-4	-1
Cc1ccc(C)c(N2CCN(C(=O)Cc3ccc(-n4c(=O)[nH]c5ccsc5c4=O)cc3)CC2)c1	-3	8	-24	-3	-14	12	1	-11	2
O=C(O)c1sc2cccc(Cl)c2c1Cl	4	-9	-10	1	-6	-1	-3	-2	-74
CCN(CC)S(=O)(=O)c1cccc(-c2nnc(SCC(=O)NC3CCCC3)n2N)c1	1	-1	3	3	7	8	-3	-3	1
CC(=O)c1ccc(NC(=O)CSc2n[nH]c(-c3cccnc3)n2)cc1	-6	0	-1	1	21	3	2	5	2
COc1ccc(-c2noc(CCC(=O)NC3CCCC3)n2)cc1	0	7	15	-1	-2	3	-1	0	-1
COc1ccc(Oc2coc3cc(OC(=O)/C=C/c4ccc(F)cc4)ccc3c2=O)cc1	13	-3	-32	4	2	-62	0	1	1
Cn1nnnc1SCc1nnc(-c2ccccc2Br)o1	-18	2	-2	-7	-4	23	-1	-7	3
OCCC1CN(C2CCN(c3ccccc3)CC2)CCN1Cc1ccc(F)c(F)c1 (stereo not drawn)	-6	-10	3	0	-2	15	-3	-5	3
CC(=O)CSc1nnc(Cc2ccc([N+](=O)[O-])cc2)o1	-13	-2	-4	5	-2	5	-3	0	2
COc1cccc(NC(=O)CN(C)S(=O)(=O)c2ccc3[nH]c(=O)oc3c2)c1	2	4	-6	-2	-1	9	1	0	3
COc1ccc(NC(=O)CCNS(=O)(=O)c2ccccc2F)cc1S(N)(=O)=O	-13	2	-22	7	6	5	-1	-2	-1
Cn1c(/C=C/c2cccc([N+](=O)[O-])c2)nc2ccccc2c1=O	4	7	6	-1	2	-7	0	-1	3
CC(=O)c1cccc(NC(=O)CSc2n[nH]c(-c3ccncc3)n2)c1	9	0	-3	-4	8	-5	0	3	1
Cc1cc(C(=O)N(CCC#N)Cc2cccs2)no1	0	4	5	7	-6	18	3	0	0
CC1CCN(CCc2nc3cc(NS(=O)(=O)c4ccccc4)ccc3n2C)CC1	-11	5	5	3	-3	2	3	2	1
COc1ccccc1NC(=O)CN1CCC(c2nc3ccc(C)cc3[nH]2)CC1	-5	9	0	-1	-4	2	-1	-9	4
CCOc1ccc(S(=O)(=O)Nc2cccc(C(=O)N(C)CC(=O)Nc3ccc(OC)cc3)c2)cc1	.	.	-25	.	1	10	.	.	1
COC(=O)c1ccc(NC(=S)N2CCN(C)CC2)cc1	-3	6	0	8	-14	8	1	3	6
CCN(CC)P(=O)(Nc1ccc(C)cc1Br)c1ccc(N(C)C)cc1NC(=O)c1ccco1 (stereo not drawn)	-2	-12	15	-5	-1	-8	-5	-6	-6
O=C(COC(=O)c1cc[n+]([O-])cc1)Nc1ccc(Cl)c(C(F)(F)F)c1	-2	-23	8	-11	-1	-12	-4	-5	-10
Cc1[nH]c2ccccc2c1C1(O)C(=O)N(Cc2ccc3c(c2)OCO3)c2ccccc21 (stereo not drawn)	6	-4	2	4	0	-11	-6	9	-9
COC(=O)/C(C#N)=C/c1c(N2CCN(c3ccc(OC)cc3)CC2)nc2c(C)cccn2c1=O	9	-5	28	-3	1	7	-1	-2	-11
Oc1cc(-c2ccccc2)c2ccccc2c1	0	14	101*	5	27	-283	-5	1	-14
C=CCNc1cnn(CC(C)=O)c(=O)c1Br	-1	1	-18	3	2	13	-3	-10	2
Cc1ccc(-n2cc(C(=O)c3ccc(N4CCN(C)CC4)cc3)nn2)cc1Cl	-14	42	-1	-4	-6	-14	-6	-4	-2
CCN(CC)c1ccc(C(=O)OCC(=O)N2CCCC2)cc1	-15	-5	0	-2	0	0	0	0	0
CC(NC(=O)COC(=O)c1ccc(N2CCCC2=O)cc1)c1ccc(F)cc1 (stereo not drawn)	0	4	1	-4	-4	7	-1	14	1
CCC(CCc1ccccn1)C(=O)c1ccccc1 (stereo not drawn)	.	.	1	.	3	6	.	.	2
Cc1sc2nc(C3CC3)nc(NCCNS(=O)(=O)c3ccccc3)c2c1C	-50	4	2	-3	23	-2	-2	6	2
O=C(c1cccc2ccccc12)N1CCN=C1SCc1ccc([N+](=O)[O-])cc1	-5	-1	-1	-4	-4	20	0	1	4
CCCN(CCC)C(=S)NC1CC2C=CC1C2 (stereo not drawn)	-1	4	4	-1	-4	12	2	-2	0

Reformatted with values under each structure: entries from further up
The line under a structure holds: SENP6 inh | UBC13 inh | PfG6PD inh | SENP7 block | HKDC1 inhibitor | SENP8 block-2 | beta cell repl | SENP8 block-1 | SENP1 FRET inh
> COc1ccc(Oc2coc3cc(OC(=O)/C=C/c4ccc(F)cc4)ccc3c2=O)cc1
    13 | -3 | -32 | 4 | 2 | -62 | 0 | 1 | 1
> Cn1nnnc1SCc1nnc(-c2ccccc2Br)o1
    -18 | 2 | -2 | -7 | -4 | 23 | -1 | -7 | 3
> OCCC1CN(C2CCN(c3ccccc3)CC2)CCN1Cc1ccc(F)c(F)c1 (stereo not drawn)
    -6 | -10 | 3 | 0 | -2 | 15 | -3 | -5 | 3
> CC(=O)CSc1nnc(Cc2ccc([N+](=O)[O-])cc2)o1
    -13 | -2 | -4 | 5 | -2 | 5 | -3 | 0 | 2
> COc1cccc(NC(=O)CN(C)S(=O)(=O)c2ccc3[nH]c(=O)oc3c2)c1
    2 | 4 | -6 | -2 | -1 | 9 | 1 | 0 | 3

Further records.
Structure	SENP6 inh	UBC13 inh	PfG6PD inh	SENP7 block	HKDC1 inhibitor	SENP8 block-2	beta cell repl	SENP8 block-1	SENP1 FRET inh
CCOc1cc(NC(=O)c2ccccn2)c(OCC)cc1NC(=O)c1ccccc1	4	1	-8	5	-4	-16	2	0	-1
O=C(NCC(=O)N(CC1CCCO1)C(C(=O)NC1CCCC1)c1cccnc1)c1ccco1 (stereo not drawn)	2	2	-10	-1	5	42*	0	2	0
Cc1ccc2c(CN3CCOCC3)cc(=O)oc2c1	1	-1	-6	-1	3	.	-1	-9	.
CCCCC1=CC2=CC(=O)C(C)(OC(=O)CC)C(=O)C2=CN1CC(C)C (stereo not drawn)	5	-5	24	6	20	-179	-3	-3	-75
CN(C)C(CNC(=O)C1CCN(S(=O)(=O)c2cccc(Cl)c2Cl)CC1)c1ccccc1 (stereo not drawn)	-16	9	3	5	-4	12	-3	-3	-1
NS(=O)(=O)c1ccc(NC2(C(=O)O)CCCC2)cc1	1	1	-2	3	-2	14	-1	-1	1
N#C/C(=C\c1ccc[nH]1)C(=O)Nc1ccccc1F	30	4	-2	13	2	2	-1	-4	-2
COc1ccc(C2=NS(=O)(=O)N(C)C(C(=O)Nc3ccc4c(c3)OCO4)=C2)cc1	2	-13	20	5	3	12	-3	2	-1
CCC(=O)NC(=S)Nc1cccc(Cl)c1N1CCCCC1	-4	13	15	-3	-1	14	-7	1	1
Cc1ccc(-n2ccnc2SCC(=O)O)cc1C	-4	-4	-15	3	-2	12	-2	-2	0
COc1ccc2oc(=O)c(C(=O)N3CCN(c4ccccc4C)CC3)cc2c1	15	-8	-5	8	1	-129	-2	1	-14
CCOC(=O)C1(CC2CCCCO2)CCN(Cc2nc(C(C)C)cs2)CC1 (stereo not drawn)	-20	-13	3	-4	-4	-10	-3	-6	-2
CCCc1ccc(OCCNC(=O)C2CCCCC2)cc1	5	2	5	3	-6	16	-3	5	2
CCc1ccc(NC(=O)c2cc(-c3ccco3)on2)cc1	10	11	-6	41	-12	-6	-1	-13	-102
Cc1cc(C)nc(SCCCNCc2ccccc2)n1	7	0	5	4	-3	17	-3	-4	1
O=C(CNc1cccc([N+](=O)[O-])c1)N1CCN(S(=O)(=O)c2ccc(Cl)cc2)CC1	-13	0	18	0	0	19	-3	-7	5
COCc1cc(=O)[nH]c(N2CCN(C(=O)c3ccco3)CC2)n1	-2	1	5	1	-1	22	0	-3	1
Cc1nn(Cc2ccccc2Cl)c2sc(C(=O)Nc3nccs3)cc12	-3	13	-19	2	6	-257	0	-7	0
COc1ccc(CCNc2oc(COc3ccccc3Cl)nc2C#N)cc1OC	-9	17	14	13	2	-27	0	-11	-98
Cc1cc(C)cc(NC(=O)C(c2ccccc2)N2CCN(CC(=O)NC3CC3)CC2)c1 (stereo not drawn)	-12	5	-2	4	-3	5	-3	2	-1
C=CCN(C(=O)c1csnn1)C(C(=O)NCc1ccccc1)c1ccccc1F (stereo not drawn)	2	3	-10	0	-1	8	1	4	0
C=CCn1c(SCC(=O)/C(C#N)=C(\C)N)nnc1C1CCCCC1	7	2	1	9	3	11	-2	5	1
CCOc1ccc(/C=N/NC(=O)C2CC2)cc1OC	-3	-4	-7	-6	1	8	0	-2	1
C=CCn1c(SCCOC)nc2c1c(=O)[nH]c(=O)n2C	-4	3	31	-4	-6	6	1	10	3
Brc1ccc(CN2CCSCC2)cc1	-4	0	5	5	-4	6	-2	-4	1
CCC1=[N+](CC(=O)c2ccc(C)cc2)CCn2c(C)ccc21	10	-14	0	3	-9	-435	0	1	-80
COC(=O)CSc1nnc(CNC(=O)c2ccc(OC)cc2OC)n1C	-4	4	-6	2	-3	3	-2	-2	1
Cc1ccc(CNc2ncnc3c2cnn3-c2ccccc2)cc1	-13	-12	-17	-4	-2	0	-2	-12	2
O=C(NCCC(=O)N(CCc1ccccc1)Cc1ccccc1)c1ccc(Br)cc1	-1	-1	15	-2	3	4	-6	-4	-1
CCN(C(=O)CCN1C(=O)/C(=C/c2ccccc2)SC1=S)C1CCS(=O)(=O)C1 (stereo not drawn)	3	0	1	-1	4	31	-1	1	0
O=C(c1cc(-c2ccccc2)nn1-c1ccccc1)N1CCN(S(=O)(=O)c2c(F)cccc2F)CC1	-18	-8	6	17	4	2	-4	-7	1
Cc1ccc(OCC(O)Cn2nc(C)cc2C)cc1 (stereo not drawn)	1	-2	-3	6	-3	26	-2	8	4
CC(C)Cn1c2c(c(O)c(C(=O)Nc3ccc(F)cc3)c1=O)CCCC2	-10	-5	-14	-3	-4	20	-6	-4	1
